FLuc inh = Photinus pyralis luciferase inhibition; P08659; purified P. pyralis luciferase, luminescence, biochemical; Potency, µM (doses to about 115 µM), for the others: at the top dose activity change, negative = inhibition, hits mostly inhibitors; actives 2.5% (n = 76,000); note: potency is the fitted concentration of half-maximal effect; nearly all actives have a fitted effect of over 65% in size
Target sequence (P08659 whole entry, looked up): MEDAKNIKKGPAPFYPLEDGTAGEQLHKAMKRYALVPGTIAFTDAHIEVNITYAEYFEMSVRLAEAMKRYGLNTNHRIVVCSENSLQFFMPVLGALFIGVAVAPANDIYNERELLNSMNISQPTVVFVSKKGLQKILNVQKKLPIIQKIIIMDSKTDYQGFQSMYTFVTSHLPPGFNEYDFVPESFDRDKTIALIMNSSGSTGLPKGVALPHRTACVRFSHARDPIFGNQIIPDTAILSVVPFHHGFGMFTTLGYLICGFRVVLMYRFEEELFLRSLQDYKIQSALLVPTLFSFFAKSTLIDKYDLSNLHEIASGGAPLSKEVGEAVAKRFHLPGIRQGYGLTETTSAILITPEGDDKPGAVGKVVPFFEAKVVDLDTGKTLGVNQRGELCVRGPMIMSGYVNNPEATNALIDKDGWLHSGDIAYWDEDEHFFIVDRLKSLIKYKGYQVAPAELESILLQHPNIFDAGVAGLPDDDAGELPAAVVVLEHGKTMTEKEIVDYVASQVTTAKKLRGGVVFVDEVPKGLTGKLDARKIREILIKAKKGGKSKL
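Luminescence read by CCD imager after adding enzyme (10nM final) to wells holding compound, titrated in qHTS. Substrates 10uM each D-luciferin and ATP; buffer 50mM Tris acetate pH 7.5, 10mM Mg acetate, Tween-20, BSA.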
SNCA expr inhib = SNCA gene expression inhibition. HEK-293 SNCA-luciferase knock-in, luminescence, 24 h. Potency, µM (top dose mostly 57.2 µM), without a hit: at the top dose activity change, negative = inhibition, most hits filed as inhibitors. actives 0.17% (n = 140,000). AID 1671194;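 note: potency is the fitted concentration of half-maximal effect; plate controls were DMSO cells for no effect and cell-free wells for full effect; nearly all actives have a fitted effect of over 45% in size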
HEK cytotox = kills HEK 293 cells. HEK 293 viability, ATP luminescence (CellTiter-Glo), 48-72 h. Potency, µM (doses to about 115 µM), without a hit: at the top dose activity change, negative = cytotoxicity, usual class: inhibitors. actives 6.6% (n = 94,000); note: potency is the fitted concentration of half-maximal effect; nearly all actives have a fitted effect of over 60% in size
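Cells seeded first (HEK 293, 250 cells/well), then compound added by pintool. Incubation ran 48 or 72 hr at 37 degree Celsius. CellTiter-Glo was added and luminescence imaged after 10 min at room temperature.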
3T3 cytotox = NIH 3T3 cell cytotoxicity; actives 4.3% (n = 94,000); NIH 3T3 viability, CellTiter-Glo ATP luminescence, 48-72 h; Potency, µM (titrated, usually from 96.7 µM), for inactives: at the highest dose activity change, negative = cytotoxicity, most hits filed as inhibitors; note: potency is the fitted concentration of half-maximal effect; nearly all actives have a fitted effect of over 55% in size
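First NIH 3T3 cells are plated at 400 cells/well; next compound is pinned in; then plates incubate 48 or 72 hr at 37 °C; finally CellTiter-Glo is added and luminescence read after 10 min.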
SNCA viab count = cell viability loss counter-screen; AID 1671193; actives 0.12% (n = 150,000); Potency, µM (series often up to 57.1 µM), for the others: at the top dose activity change, negative = cytotoxicity, hits mostly cytotoxic; HEK-293-SNCA-luc viability, GF-AFC fluorescence, 24 h;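 note: potency is the fitted concentration of half-maximal effect; 0% = DMSO-treated cells and -100% = medium-only wells without cells; nearly all actives have a fitted effect of over 30% in size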
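HEK-293-SNCA-luc cells (1500/well) plated 24 h, then exposed 24 h to a dilution series; GF-AFC added 30 min at 37C, fluorescence 405/540 nm; normalised to medium-only and DMSO wells, Hill fit.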
GPT2 inh = GPT2 alanine aminotransferase inhibition. Potency, µM (highest dose often 57.7 µM), inactives show at the highest dose activity change, negative = inhibition, actives largely listed as inhibitors. actives 0.25% (n = 100,000). Recombinant GPT2, coupled pyruvate oxidase/HRP Amplex Red fluorescence. AID 1671188; note: potency is the fitted concentration of half-maximal effect; nearly all actives have a fitted effect of over 60% in size; many of its hits are not listed in these tables
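GPT2 10ng/uL, a-KG 250uM, L-Ala 2mM, HEPES pH7.5 + 0.0001% Tween; 30 min RT. Then Amplex mix (PO/HRP/ThPP), 30 min RT dark, fluorescence. AOA 50uM used as positive control.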
IP6K1 inhibitor = IP6K1 kinase inhibition; activity change, % (series mostly up to about 58 µM); actives 0.81% (n = 140,000); IP6K1 kinase, ADP-Glo luminescence, 2 h; hits give low values; Q92551; in the data active = activity change below about -25%
Target sequence (Q92551 whole entry, looked up): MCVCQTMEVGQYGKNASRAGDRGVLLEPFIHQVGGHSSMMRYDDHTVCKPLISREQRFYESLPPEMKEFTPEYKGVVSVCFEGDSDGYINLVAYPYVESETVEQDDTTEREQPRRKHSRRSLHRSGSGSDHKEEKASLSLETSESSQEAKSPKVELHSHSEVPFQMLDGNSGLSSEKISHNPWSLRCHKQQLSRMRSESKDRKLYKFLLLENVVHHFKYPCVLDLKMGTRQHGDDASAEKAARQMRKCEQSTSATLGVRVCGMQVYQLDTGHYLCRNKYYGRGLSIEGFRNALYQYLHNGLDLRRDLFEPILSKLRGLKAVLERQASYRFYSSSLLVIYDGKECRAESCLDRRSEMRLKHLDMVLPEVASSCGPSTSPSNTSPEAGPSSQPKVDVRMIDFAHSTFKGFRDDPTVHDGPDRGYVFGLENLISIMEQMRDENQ
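ADP-Glo luminescence measures ADP made by human IP6K1 during a 2 h RT reaction with ATP/IP6 (mix at 1.3 mM/130 uM); top library doses 57.5 and 19.1 uM final.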
Active calls of the source: *; i = inactive; ? = inconclusive; nt = no result given; & = joins results of further samples; [ ] = remark or other dose. Unless noted, calls come from the whole dose curve; as a rule, active = well fitted curve in the direction sought with a large enough effect; inconclusive = small, poorly fitted or top-dose-only effect, or another doubt; inactive = no such curve, though single readings can be large; an effect the other way counts as inactive or inconclusive. Unless noted, % is set by controls: 0 for no effect and ±100 for the full control effect.

SMILES	FLuc inh	SNCA expr inhib	HEK cytotox	3T3 cytotox	SNCA viab count	GPT2 inh	IP6K1 inhibitor
Nc1nc(SCc2ccc([N+](=O)[O-])cc2)c2ncn([C@@H]3O[C@H](CO)[C@@H](O)[C@H]3O)c2n1	nt	8%	nt	nt	-8%	-1%	nt
CC(=O)Nc1cccc2c1c(Sc1ccc(Cl)cc1)c(C)n2CC(=O)O	nt	nt	nt	nt	-15%	?	10
O=C(CCC[C@@H]1[C@H]2CCCN3CCC[C@@H](CN1C(=O)CCc1ccccc1)[C@@H]23)N1CCOCC1	-15%	?	2%	i	-22%	i	10
Cc1cc(C)n(Cc2cc(C(=O)N(C)CCOc3ccccc3)n[nH]2)n1	-3%	-19%	-29%	-4%	6%	-14%	6
COc1ccc(-n2ncc(C(=O)N3CCN(Cc4ccccc4)CC3)c2C2CCN(C(=O)OC(C)(C)C)CC2)cc1	nt	?	nt	nt	-22%	nt	-5
CCn1cc(S(=O)(=O)N2CCCCC2c2nc(CCOc3ccc(F)cc3)no2)cn1 (configuration not stated)	0%	?	45µM*	?	-29%	i	6
O=C(Cc1ccc2c(c1)OCCCO2)NC1CCCc2c1[nH]c1c(Cl)cccc21 (configuration not stated)	-4%	-14%	?	?	20%	2%	8
Cc1ccc(NC(=O)/C(C#N)=C\c2ccc(-c3ccc(Cl)cc3)o2)c(C)c1	nt	9%	nt	nt	7%	nt	9
CN(Cc1cccnc1)C(=O)[C@H]1CN(Cc2ccccc2)C[C@H]1C(=O)O	29%	-18%	-12%	-9%	16%	-20%	14
CCOC(=O)c1c(C)sc(-c2c(-c3ccc(OC)c(F)c3)[nH]c3[nH]c(=O)[nH]c(=O)c23)c1O	nt	-14%	nt	nt	0%	nt	23
CCC(=O)Nc1ccccc1-c1nc2ccccc2n(C(CC)C(=O)Nc2cccc(Cl)c2)c1=O (configuration not stated)	nt	?	nt	nt	?	nt	-16
O=C(Cc1cccnc1)NC1CCN(c2cnn(CC3CC3)c(=O)c2)CC1	0%	0%	-2%	-8%	2%	-16%	33
CCCN(CCC)CCCNC(=O)c1cc2c(=O)n(C)c3ccccc3c2s1	nt	34%[activator]	nt	nt	-20%	nt	-4
COc1ccc(NC(=O)Cn2cnnn2)c(NC(=O)C(C)C)c1	-2%	-1%	-9%	2%	3%	1%	7
Cc1cccc(N2C(=O)CS(=O)(=O)C23C(=O)N(C)c2ccccc23)c1 (configuration not stated)	nt	-7%	nt	nt	-9%	nt	-2
O=C(Nc1sc2c(c1C(=O)NCc1ccccc1)CCCC2)c1cc(=O)c2ccccc2o1	nt	55%[activator]	nt	nt	?	nt	26
COC(=O)C1=CO[C@@H](O[C@@H]2O[C@H](CO)[C@@H](O)[C@H](O)[C@H]2O)/C(=C\CO)[C@@H]1CC(=O)OCCc1ccc(O)cc1	nt	nt	nt	nt	2%[23.9 µM]	1%[27.3 µM]	-3
COc1nc2nc(CCc3ccccc3)n(C)c2cc1-c1cncnc1	-21%[172 µM]	-5%[87.6 µM]	-17%[172 µM]	?	-6%[87.6 µM]	-14%[88.5 µM]	19
Cc1ccc(NC(=O)Cn2cc(C(=O)C3CCCCC3)c3ccccc32)cc1	nt	?	nt	nt	-17%	nt	-10
COc1ccccc1CNC(=O)CSc1ncc(S(=O)(=O)c2ccc(C)c(Cl)c2)c(=O)[nH]1	nt	-7%	nt	nt	7%	nt	36
CCOc1cccc(CNC(=O)CC2CCOCC2)c1	1%	18%	8%	i	9%[12.5 µM]	2%	-1
Cc1cc(OCC(=O)c2ccc3c(c2)N(CC(=O)NCC2CC2)C(=O)CO3)ccc1Cl	-12%	-27%	?	?	?	-21%	29
CC(C)Nc1ccc(-c2nc(-c3ccccn3)no2)cc1[N+](=O)[O-]	nt	-17%	nt	nt	-12%	nt	1
CN(C)Cc1cn(C[C@H]2C[C@@H](NS(C)(=O)=O)[C@H](O)[C@@H]2O)nn1	-2%[172 µM]	12%[87.6 µM]	i	-3%[138 µM]	0%[87.6 µM]	?	-2
NCc1ccccc1-c1cnc2ccccc2c1	nt	65%[activator][87.6 µM]	?	100µM*	-21%[87.6 µM]	?	4
(listing goes on)
SMILES	FLuc inh	SNCA expr inhib	HEK cytotox	3T3 cytotox	SNCA viab count	GPT2 inh	IP6K1 inhibitor
Cc1cccc(C)c1OCc1cc(C(=O)N(C)CCCC2CCCC2)no1	?	59%[activator]	?	-21%	3%	?	6
CN1[C@@H](CCC(=O)N2CCN(c3ccccc3)CC2)CNC(=O)[C@@H]2[C@H]1CCN2Cc1ccc(CO)o1	1%	5%	-29%	-17%	-1%	?	24
CCCCN1CCCc2cc(CN(CCCN3CCOCC3)C(=O)Nc3ccc(OCC)cc3)ccc21	nt	?	nt	nt	-17%	nt	5
CC(C)CNC(=O)C1CCc2sc(C(=O)N3CCCCC3)cc2C1 (configuration not stated)	0%	42%[activator]	-15%	-18%	5%	2%	9
CCCNC(=O)N1CCCCC1c1nc(CCOc2ccc(F)cc2)no1 (configuration not stated)	6%	-3%	?	-26%	-4%	-8%	4
COc1ccc(CNC(=O)C2CCN(S(=O)(=O)c3ccc(C)cc3)CC2)cc1	nt	-8%	nt	nt	3%	nt	16
CCC(C)NC(=O)CC1=CSC2=NC(C)=C(C(=O)OC)C(c3cccc([N+](=O)[O-])c3)N12 (configuration not stated)	-1%	2%	?	-11%	-26%	i	23
CCc1nn(CC(=O)Nc2cc(C)cc(C)c2)c(=O)c2cc3sccc3n12	nt	27%	nt	nt	-3%	nt	1
COc1cccc(C(=O)N(C)C(C)c2cccs2)c1 (configuration not stated)	-11%[172 µM]	-14%[87.6 µM]	-19%[172 µM]	-20%[138 µM]	-9%[87.6 µM]	1%[88.5 µM]	-7
COc1ccc2c(c1)c(CN1CCOCCNC(=O)CC1)cn2C	-6%	-24%	?	?	-8%	i	12
O=C(NCC1Cn2cccc2CN1Cc1ccccc1)NC1CCCCC1 (configuration not stated)	0%	-2%	?	?	11%	-16%	7
CCc1nnc([C@@H]2CC(F)(F)CN2C(=O)c2cnco2)o1	3%	23%	2%	i	-9%	0%	-2
COCC1CN(C)CC12CCN(C(=O)Cn1c(=O)oc3ccccc31)CC2 (configuration not stated)	2%	-4%	-29%	-3%	-11%	i	-3
COC[C@@H]1CN(C(=O)c2cccn2C)C[C@H]1c1ccccn1	-2%	-12%	2%	-3%	5%	-10%	29
CCOC(=O)c1c(C)[nH]c(C)c1S(=O)(=O)N1CCC(C(=O)N2CCN(c3ccccc3F)CC2)CC1	nt	-6%	nt	nt	6%	nt	1
O=C(C1CC1)N1CCC2(CC1)CC(=O)N(c1ccccc1)c1ccccc1O2	7%	12%	?	-13%	3%	?	-11
CN1CCN(CCCNC(=O)c2cnn(-c3ccccc3)c2-n2cccc2)CC1	nt	45%[activator]	nt	nt	-2%	nt	17
CCN(Cc1ccccc1)C(=O)c1cc2c(N3CCCC3)nc(C)cn2n1	-7%	-21%	?	?	-1%	i	-1
O=C(COc1ccc(F)cc1)NCCc1nc2ccccc2[nH]1	nt	6%	nt	nt	9%	nt	22
Cc1ccc(C2Cn3nnc(C(=O)N4CCC(C(=O)NCC5CCCO5)CC4)c3CO2)cc1 (configuration not stated)	?	27%	-3%	-7%	10%	i	0
Cc1ccc(S(=O)(=O)c2c(C)nn(-c3ccccc3)c2OC(=O)c2ccccc2F)cc1	nt	-15%	nt	nt	-5%	nt	-19
O=C(NCC(F)(F)F)C1CN(c2cccc(Cl)c2)C(=O)N1 (configuration not stated)	-2%&-2%[172 µM]	3%&-18%[87.6 µM]	-7%&-12%[172 µM]	-12%&-9%[138 µM]	3%&-13%[87.6 µM]	?	3&-5
COCCN1C(=O)[C@@H]2C[C@@H](CN2C(=O)c2ccc(Cl)cc2)Oc2ccccc21	-3%[172 µM]	0%[87.6 µM]	-17%[172 µM]	?	-3%[87.6 µM]	i	13
CC(C)NC(=O)NCc1nnc2n1C(C(=O)N1CCCC1)CC2 (configuration not stated)	nt	-4%	1%	1%	-1%	-15%	20
COc1ccc(CC(=O)Nc2ccc([C@H]3OCC(=O)N(Cc4scnc4C)[C@@H]3CO)cc2)cc1	-2%	9%	i	0%	6%	i	12

Structures shown so far with an aryl thioether with sulfur outside any ring:
SMILES	FLuc inh	SNCA expr inhib	HEK cytotox	3T3 cytotox	SNCA viab count	GPT2 inh	IP6K1 inhibitor
Nc1nc(SCc2ccc([N+](=O)[O-])cc2)c2ncn([C@@H]3O[C@H](CO)[C@@H](O)[C@H]3O)c2n1	nt	8%	nt	nt	-8%	-1%	nt
CC(=O)Nc1cccc2c1c(Sc1ccc(Cl)cc1)c(C)n2CC(=O)O	nt	nt	nt	nt	-15%	?	10
COc1ccccc1CNC(=O)CSc1ncc(S(=O)(=O)c2ccc(C)c(Cl)c2)c(=O)[nH]1	nt	-7%	nt	nt	7%	nt	36

Back to the main list, repeating the two entries before the break.
SMILES	FLuc inh	SNCA expr inhib	HEK cytotox	3T3 cytotox	SNCA viab count	GPT2 inh	IP6K1 inhibitor
CC(C)NC(=O)NCc1nnc2n1C(C(=O)N1CCCC1)CC2 (configuration not stated)	nt	-4%	1%	1%	-1%	-15%	20
COc1ccc(CC(=O)Nc2ccc([C@H]3OCC(=O)N(Cc4scnc4C)[C@@H]3CO)cc2)cc1	-2%	9%	i	0%	6%	i	12
CCCCCCOc1ccccc1C(N)=O	nt	4%[25.6 µM]	nt	nt	49%[23.9 µM]	i	26
COCc1cc(NCC(O)COc2ccc(Cl)c(C)c2)ncn1 (configuration not stated)	6%	4%	?	-40%	13%	i[11.5 µM]	49
O=c1c2c(n(Cc3ccccc3)n1-c1ccccc1)CN(Cc1ccn[nH]1)CC2	-1%[172 µM]	5%[87.6 µM]	-7%[172 µM]	89µM*	-14%[87.6 µM]	i	8
CSc1cccc(NC(=O)N2CCN(c3cc(-c4noc(C)n4)ccc3C)CC2)c1	nt	-4%	nt	nt	2%	nt	-2
O=C(NC1CCN(c2cc(-c3ccc(Cl)cc3)[nH]n2)CC1)c1cccnc1	4%	3%	5%	2%	3%	-28%	14
COCCN1CCCCC(CC(=O)Nc2ccc(C)cc2)C1=O (configuration not stated)	4%	-18%	-3%	-10%	-4%	i	30
CCOC(=O)c1[nH]c(C)c(CCC(=O)N2CCN(c3cc(C)ccc3C)CC2)c1C	nt	?	nt	nt	-4%	nt	1
Cc1ncc(COC(=O)C(C)C)c2cc(C(=O)Nc3ccccc3C(F)(F)F)c(=O)oc12	nt	5%	nt	nt	13%	nt	-8
Cn1cccc1CN1CCCC2(Cc3ccccc3CNC2=O)C1 (configuration not stated)	nt	-11%	?	-10%	0%	i	-3
c1ccc(CN[C@H]2CO[C@H]3[C@@H]2OC[C@@H]3n2cc(CC3CCCCC3)nn2)cc1	-1%[172 µM]	?	?	35µM*	-28%[87.6 µM]	i	-5
O=C(Cn1ccn2nc(-c3ccccc3)c(CO)c2c1=O)NCc1ccccc1Cl	-1%	-23%	-1%	-1%	4%	1%	7
COc1ccc(-c2ccc(C(=O)NCc3ccccc3)c(Cl)c2)nn1	nt	nt	-29%	-20%	nt	nt	-12
COCCNC(=O)c1ccc2c(c1)N(C)C(CC(=O)N1CCNC(=O)C1)CO2 (configuration not stated)	-13%	-15%	-22%	-5%	13%	i	12
